# RBBP9 inhibitor = blocks human serine hydrolase RBBP9; O75884; 220,000 tested, 0.2% active; inhibition, % at 7.94 µM; recombinant RBBP9, FP-Rh probe fluorescence polarization;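 active means inhibition above the campaign mean of all tested compounds plus 3 SD, cut at about 14% in these data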;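 further: plate controls were DMSO wells with RBBP9 for no effect and wells lacking RBBP9 protein for full effect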
# Target sequence (O75884 whole entry, looked up): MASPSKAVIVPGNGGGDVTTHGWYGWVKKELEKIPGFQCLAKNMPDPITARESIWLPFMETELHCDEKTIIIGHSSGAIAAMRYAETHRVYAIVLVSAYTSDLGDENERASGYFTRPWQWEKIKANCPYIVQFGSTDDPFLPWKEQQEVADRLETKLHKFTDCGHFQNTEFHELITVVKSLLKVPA
#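 Controls: DMSO-treated enzyme wells and wells lacking RBBP9 | Material: RBBP9 protein | Technique: Fluorescence polarization | Replication: Single well per compound, no replicates | Buffer or medium: Tris-NaCl-Pluronic buffer, pH 8.0 | Timing: 30 min compound preincubation, 45 min probe labeling, 25 °C | Read-out basis: Percent inhibition from mP, scaled between DMSO and no-protein wells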
# NPY-Y1 PAM-ag = human NPY-Y1 potentiation or agonism, primary screen; P25929; NPY-Y1 expressing cells, potentiator/agonist activation; activation, % at 3.6 µM; 220,000 tested, 0.37% active; AID 1304; in the data active means activation above about 33%, passing the limit was not always enough;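 further: cells stimulated with NPY at EC10 then isoproterenol at EC100; 0% = low agonist plus stimulus and 100% = saturating agonist plus stimulus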
# Target sequence (P25929 whole entry, looked up): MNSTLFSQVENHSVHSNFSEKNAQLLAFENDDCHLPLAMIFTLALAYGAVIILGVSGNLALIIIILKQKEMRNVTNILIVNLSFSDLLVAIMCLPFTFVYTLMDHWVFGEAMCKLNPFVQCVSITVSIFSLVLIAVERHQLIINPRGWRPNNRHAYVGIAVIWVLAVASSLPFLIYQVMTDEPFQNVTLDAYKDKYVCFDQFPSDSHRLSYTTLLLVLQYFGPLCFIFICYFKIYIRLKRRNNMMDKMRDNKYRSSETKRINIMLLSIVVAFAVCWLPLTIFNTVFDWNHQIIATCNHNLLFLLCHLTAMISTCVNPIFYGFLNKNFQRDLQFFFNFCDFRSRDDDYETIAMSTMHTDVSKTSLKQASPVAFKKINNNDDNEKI
# NPY-Y2 PAM-ag = human NPY-Y2 potentiation or agonism, primary screen; cells expressing NPY-Y2, potentiator/agonist read-out; activation, % at 3.6 µM; P49146; 220,000 tested, 0.45% active; in the data active means activation above about 27%;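 further: cells stimulated with NPY near EC25 plus isoproterenol at EC100; 0% = vehicle plus submaximal agonist and 100% = vehicle plus saturating agonist; some results beyond the cut were filed as inactive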
# NPY-Y1 antag = NPY-Y1 (human) receptor antagonism. HEK293-CNG Y1 cells, membrane potential fluorescence; NPY at EC95, then isoproterenol. inhibition, % at 3.6 µM. 200,000 tested, 1% active;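 active means inhibition above the campaign mean inhibition of all tested compounds plus 3 SD, cut at about 20% in these data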;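 further: 0% = DMSO wells given NPY plus isoproterenol and 100% = isoproterenol alone without NPY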
#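 Benchmarks – high control isoproterenol alone, low control NPY with isoproterenol · Material – HEK293 Y1/CNG channel cell line · Times – dye 3 h, compound 60 min room temperature, stimulation 45 min · Probe or stimulus – NPY (25 nM), isoproterenol (1 µM), Ro 20-1724 (25 µM) · Evaluation – % inhibition of NPY effect · Signal – fluorescence, membrane potential probe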
# BaF3 parental = counter-screen for JAK2V617F inhibitors: parental Ba/F3 viability inhibitors; CellTiter-Glo ATP luminescence; inhibition, % at 5.6 µM; 220,000 tested, 1.1% active; AID 1486;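 active means inhibition above a per-campaign cutoff, the mean inhibition of all tested compounds plus 3 SD, cut at about 27% in these data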;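 further: 0% = DMSO wells and 100% = JAK Inhibitor I control wells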
# Runt-CBFb FRET = Runt domain-CBFb interaction inhibition | Q01196+Q13951 | Cerulean-Runt/Venus-CBFb FRET ratio 530/480, 1 h | inhibition, % at 20 µM | 220,000 tested, 0.46% active | AID 1496;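 active means inhibition over about 50% at 20 µM in the single-dose screen, limit read from the data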;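 further: 0% = DMSO wells and 100% = excess unlabeled CBFb competitor control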
#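 Measured by: fluorescence energy transfer, 422 nm excitation, 530/480 nm emission; test system: Cerulean-tagged RUNX1 Runt domain (FRET donor) fusion protein; buffer or medium: Tris pH 7.5 buffer with BSA; compound: one dose, 20 µM compound, 1% DMSO; times: two 1 h room-temperature incubations shielded from light; benchmarks: unlabeled CBFb 5 µM, positive control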
# S1P4 antagonist = antagonists of human S1P4 receptor | 220,000 tested, 0.26% active | inhibition, % at 4.98 µM | O95977 | S1P4-expressing cells, antagonist mode, reporter read-out; in the data active means inhibition above about 29%;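 further: 0% = wells stimulated with agonist and 100% = vehicle wells without agonist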
# Target sequence (O95977 whole entry, looked up): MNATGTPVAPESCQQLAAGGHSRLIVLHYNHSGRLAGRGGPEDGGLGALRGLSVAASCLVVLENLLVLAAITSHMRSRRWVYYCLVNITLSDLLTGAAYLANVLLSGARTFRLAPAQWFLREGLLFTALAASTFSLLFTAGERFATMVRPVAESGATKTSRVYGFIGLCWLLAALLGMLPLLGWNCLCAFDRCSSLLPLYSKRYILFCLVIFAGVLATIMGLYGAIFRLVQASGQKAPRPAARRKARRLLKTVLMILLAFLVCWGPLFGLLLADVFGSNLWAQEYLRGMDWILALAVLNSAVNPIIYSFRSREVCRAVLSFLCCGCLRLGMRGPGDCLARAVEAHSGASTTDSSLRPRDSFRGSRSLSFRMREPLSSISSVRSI
# Ba/F3 V617F tox = lowers viability of Ba/F3 cells expressing EpoR and JAK2V617F; ATP luminescence; AID 1446; inhibition, % at 5.6 µM; 220,000 tested, 1.1% active;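 active means inhibition above the campaign mean plus 3 SD over all tested compounds, cut at about 24% in these data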;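 further: cytokine-independent growth of Ba/F3 cells driven by EpoR plus mutant JAK2; 0% = DMSO-treated cells and 100% = JAK inhibitor I control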
# S1P4 ag = human S1P4 receptor agonism; O95977; S1P4-expressing cell line, agonist reporter assay; activation, % at 4.98 µM; 220,000 tested, 0.35% active; in the data active means activation above about 11%;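 further: 0% = DMSO vehicle and 100% = reference agonist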
# * marks the source's active call; other numbers are inactive results; . = not tested or not shown.
# The first 2 compounds (preview)
1: O=C1CCCC2=C1C(c1ccncc1)c1c(nc(SCc3ccccc3)[nH]c1=O)N2 (configuration not stated)
2: Cc1ccccc1C(=O)Nc1ccc2c(c1)OCO2

entry no.,1,2
RBBP9 inhibitor,9,5
NPY-Y1 PAM-ag,11,9
NPY-Y2 PAM-ag,4,13
NPY-Y1 antag,0,-5
BaF3 parental,3,0
Runt-CBFb FRET,7,0
S1P4 antagonist,-10,-1
Ba/F3 V617F tox,1,-4
S1P4 ag,2.1,0.2

# Main list (from the top)
1: O=C1CCCC2=C1C(c1ccncc1)c1c(nc(SCc3ccccc3)[nH]c1=O)N2 (configuration not stated)
2: Cc1ccccc1C(=O)Nc1ccc2c(c1)OCO2
3: O=C(Nc1ccccc1)/C(=C\c1ccccc1)NC(=O)c1ccco1
4: O=C(NCC1CCCO1)c1onc(CSc2ccccc2)c1C(=O)O (configuration not stated)
5: O=C(CCC(=O)OC(C(=O)c1ccccc1)c1ccccc1)Nc1ccccc1 (configuration not stated)
6: Cc1[nH]c2ccccc2c1C(=O)CSC(=S)N1CCCCC1
7: O=C(Nc1ccccn1)c1cc2ccccc2o1
8: O=C(CNC(=O)c1ccco1)OCC(=O)c1ccc(Cl)cc1Cl

entry no.,1,2,3,4,5,6,7,8
RBBP9 inhibitor,9,5,9,-2,-3,-4,-6,-10
NPY-Y1 PAM-ag,11,9,3,15,13,14,-11,10
NPY-Y2 PAM-ag,4,13,0,-11,-3,8,2,-5
NPY-Y1 antag,0,-5,.,4,-7,2,4,0
BaF3 parental,3,0,2,3,4,5,7,0
Runt-CBFb FRET,7,0,-2,-2,-2,1,-1,.
S1P4 antagonist,-10,-1,-12,2,-3,-9,0,-14
Ba/F3 V617F tox,1,-4,-2,-4,0,-4,0,-4
S1P4 ag,2.1,0.2,1.7,-4.4,-1.6,0.0,-2.0,0.5

9: O=C(NCc1ccc(-c2nc3ccccc3s2)cc1)c1ccco1
10: COC(=O)C1C(=O)C2=C(CC1C)NC(C)=C(C(=O)OCc1ccc(OC)cc1)C2c1ccc(C)o1 (configuration not stated)
11: Cc1cccc(C)c1Nc1c(-c2ccccc2O)nc2ncccn12
12: CCOC(=O)C1=C(CNCc2ccc(F)cc2)NC(=O)NC1c1cccc([N+](=O)[O-])c1 (configuration not stated)
13: O=C(CSc1ccccc1)Nc1cc(S(=O)(=O)N2CCOCC2)ccc1N1CCOCC1
14: CCN1CCN(C(=O)/C=C/c2ccc([N+](=O)[O-])cc2)CC1
15: Cc1sc2ncn(CC(=O)NCC(=O)N(C)Cc3ccccc3)c(=O)c2c1C
16: O=S(=O)(NC1CCCCC1)c1ccc(Br)cc1

entry no.,9,10,11,12,13,14,15,16
RBBP9 inhibitor,-4,-12,5,-5,-7,-13,-1,-1
NPY-Y1 PAM-ag,-8,-26,81*,18,-1,-16,-35,0
NPY-Y2 PAM-ag,-1,-10,57*,5,-1,1,-9,8
NPY-Y1 antag,0,2,.,3,10,-2,0,-1
BaF3 parental,13,3,0,6,0,4,5,0
Runt-CBFb FRET,0,-4,-4,-2,-1,-2,-6,-1
S1P4 antagonist,-12,12,-3,-9,-17,-6,-4,-4
Ba/F3 V617F tox,4,-1,-1,2,-2,4,-3,-3
S1P4 ag,0.3,-1.8,0.6,1.2,0.4,0.8,-0.7,-0.3

17: CCN(C(=O)COC(=O)c1c(-c2ccccc2)noc1C)C1CCS(=O)(=O)C1 (configuration not stated)
18: COc1ccc(-c2nnc(SC(C)C(=O)Nc3c(C)n(C)n(-c4ccccc4)c3=O)o2)cc1 (configuration not stated)
19: CCCc1ccc(-c2ccc(F)c(N)c2)nc1
20: CCOC(=O)c1cc2sc(C)cc2n1CCCN1C(=O)c2ccccc2C1=O
21: O=C1CC(CSc2ccc(Cl)cc2)=NN1
22: CCCC(O)(CCN1CCOCC1)c1ccc(Cl)cc1 (configuration not stated)
23: COc1ccc(NC(=O)NCCCN2CCN(c3cc(C)ccc3C)CC2)cc1
24: COc1ccccc1Oc1ccc2c(c1)C(=O)N(c1ccc(Br)c3cccnc13)C2=O

entry no.,17,18,19,20,21,22,23,24
RBBP9 inhibitor,-14,-4,10,-5,3,-5,2,-10
NPY-Y1 PAM-ag,-10,4,-4,-10,-17,5,-5,-3
NPY-Y2 PAM-ag,-7,-11,-5,7,-17,-7,-3,0
NPY-Y1 antag,-2,-3,9,-2,.,.,15,-3
BaF3 parental,2,1,3,2,-3,-4,0,0
Runt-CBFb FRET,3,-1,-5,-5,2,0,2,0
S1P4 antagonist,-5,-4,-2,6,5,6,-1,-24
Ba/F3 V617F tox,4,-1,-3,4,-2,4,8,-6
S1P4 ag,0.8,-0.7,-0.5,-0.6,0.3,0.7,-1.8,0.9

25: O=C(NC1CCCC1)C1CCN(C(=O)c2ccc(-c3ccccc3)cc2)CC1
26: Cc1cccc(C)c1Nc1nnc(SCc2cn3cccc(C)c3n2)s1
27: Cc1nc2ccc(S(=O)(=O)NC(C(=O)Nc3nccs3)C(C)C)cc2s1 (configuration not stated)
28: COC(=O)c1sccc1NC(=S)N1C(C)CCCC1C (configuration not stated)
29: Cc1ccc(NC(=O)c2cc3cc(OC(F)(F)F)ccc3[nH]2)cc1
30: Cn1c(=NC(=O)c2ccc(S(=O)(=O)N3CCCc4ccccc43)cc2)sc2cc(S(C)(=O)=O)ccc21
31: Cc1cc(C)cc(NC(=O)CSc2ccccc2)c1
32: Cn1cnnc1SCC(=O)Nc1ccc(S(=O)(=O)N2CCCC2)cc1

entry no.,25,26,27,28,29,30,31,32
RBBP9 inhibitor,-7,-13,-3,-2,-10,6,5,3
NPY-Y1 PAM-ag,-2,3,11,-11,4,8,-2,-20
NPY-Y2 PAM-ag,-16,2,6,-5,-35,6,-25,-11
NPY-Y1 antag,3,1,-2,2,.,-1,8,-2
BaF3 parental,0,6,-1,-3,-3,4,3,5
Runt-CBFb FRET,0,0,2,4,1,-1,-1,1
S1P4 antagonist,-17,-14,-6,-7,3,-5,-8,-2
Ba/F3 V617F tox,-2,0,-4,-3,0,-1,-5,8
S1P4 ag,0.0,0.5,-0.4,-2.9,1.1,0.0,-1.0,0.7

33: Cc1nc(NC(=O)C2CC2)sc1C(=O)N(C)C
34: O=C(COC(=O)Cn1cnc2ccccc21)NCCC1=CCCCC1
35: Cc1csc(/N=C/N(C)C)c1C#N
36: CC(=O)Oc1ccc(C(=O)Nc2cc(C)ccc2NC(=O)COc2ccccc2)cc1
37: Cc1cc(N/N=C/c2ccccc2O)nc(-c2ccccc2O)n1
38: Cc1cc(OCC(=O)NCCN2CCOCC2)ccc1Br
39: C=CCn1c(-c2ccc([N+](=O)[O-])cc2)n[nH]c1=S
40: NS(=O)(=O)c1ccc(CCNC(=O)CN2CCCCC2)cc1

entry no.,33,34,35,36,37,38,39,40
RBBP9 inhibitor,-8,2,5,-5,-32,-4,1,-1
NPY-Y1 PAM-ag,-5,-8,10,17,9,6,-9,-10
NPY-Y2 PAM-ag,3,1,6,12,0,2,-16,-1
NPY-Y1 antag,-2,0,.,-2,-3,6,4,4
BaF3 parental,4,7,-4,2,10,2,2,6
Runt-CBFb FRET,-1,1,0,0,2,-2,3,-1
S1P4 antagonist,-6,-3,7,-17,4,-18,-19,-16
Ba/F3 V617F tox,-4,-2,-3,-3,0,-4,-5,1
S1P4 ag,0.0,-0.7,0.5,-3.4,2.2,1.9,0.5,0.5

41: CC(C)(Nc1ccccc1)C(=O)c1ccccc1
42: Cc1ccc2nc(-c3ccc(NC(=O)CCN4C(=O)c5ccccc5C4=O)cc3)sc2c1
43: CN(C)CCCN(Cc1cc2cc3c(cc2[nH]c1=O)OCCO3)C(=O)NC1CCCCC1
44: Cc1ccnn1CC(=O)N/N=C/c1cn[nH]c1-c1ccc(F)cc1
45: Cc1ccc(N2C(=O)CC(n3nc(C)cc3C)C2=O)cc1 (configuration not stated)
46: Cc1ccc(C)c(N(CC(=O)NN=C2CCCCCCC2)S(C)(=O)=O)c1
47: O=C(Nc1ccccc1)c1cccnc1N1CCCC1
48: COc1cc([N+](=O)[O-])ccc1NC(=O)CCCOc1cccc(C)c1C

entry no.,41,42,43,44,45,46,47,48
RBBP9 inhibitor,-4,3,-8,-10,-3,1,-5,4
NPY-Y1 PAM-ag,13,20,-25,-10,-22,-41,13,-45
NPY-Y2 PAM-ag,3,11,-17,5,9,-14,6,-15
NPY-Y1 antag,3,0,.,.,2,-2,1,11
BaF3 parental,8,9,3,1,6,4,0,1
Runt-CBFb FRET,-2,1,-1,0,2,-4,1,0
S1P4 antagonist,-22,-10,-7,-3,-8,-8,-2,4
Ba/F3 V617F tox,2,-1,-2,-2,0,-2,-5,-1
S1P4 ag,1.7,0.3,1.7,3.6,-2.0,0.0,2.4,-1.9

49: Cc1cccc(OCC(=O)N2CCN(C(=O)CCC3CCCC3)CC2)c1
50: CCCC(=O)NNC(=O)c1c(O)c2ccccc2[nH]c1=O
51: COC(=O)CSc1nnc(C2COc3ccccc3O2)n1-c1ccccc1 (configuration not stated)
52: Cc1ccc(NC(=O)Cc2ccc3c(c2)CCCC3)cc1C
53: COc1cc(OC)c(OC)cc1CNCCSc1nnnn1C
54: COc1ccc(NC(=O)c2ccc(Oc3ncccn3)cc2)cc1
55: CCC1CCCCN1C(=O)Cn1c(=O)oc2ccccc21 (configuration not stated)
56: COc1cc(/C=N/Nc2nc(Nc3ccc(C)cc3)nc(-n3nc(C)cc3C)n2)cc(OC)c1OC

entry no.,49,50,51,52,53,54,55,56
RBBP9 inhibitor,-7,3,-4,-3,0,-3,-9,-5
NPY-Y1 PAM-ag,-11,-10,-13,-32,-4,15,15,3
NPY-Y2 PAM-ag,0,1,22,-27,-1,0,12,11
NPY-Y1 antag,13,6,-4,1,3,-3,5,2
BaF3 parental,1,2,0,7,-2,2,0,6
Runt-CBFb FRET,-6,2,0,2,-2,-10,1,3
S1P4 antagonist,0,-4,-9,0,0,-8,5,-16
Ba/F3 V617F tox,-1,-2,3,4,-4,0,-2,-4
S1P4 ag,3.5,1.0,-1.8,-2.0,0.6,-1.4,-1.6,-3.2

57: Cc1cc(N2CC(C(=O)O)CC2=O)ccc1Br (configuration not stated)
58: O=C1Nc2cc3c(cc2Sc2ccccc21)OCCO3
59: Cn1c(SCC(=O)N2CCN(S(=O)(=O)c3ccccc3)CC2)nc2ccccc21
60: COc1cc(NC(=O)CCC2CCCC2)cc(-n2cnnn2)c1

entry no.,57,58,59,60
RBBP9 inhibitor,6,3,-10,-4
NPY-Y1 PAM-ag,12,-4,-16,7
NPY-Y2 PAM-ag,-13,-13,-23,13
NPY-Y1 antag,3,1,-2,1
BaF3 parental,1,5,8,6
Runt-CBFb FRET,1,0,-1,-4
S1P4 antagonist,-16,16,9,-18
Ba/F3 V617F tox,-2,3,2,1
S1P4 ag,2.3,-1.6,-1.4,0.4

# Hits appear at their usual frequency; overall some 3.6% were active at least once.
